RNase H inhibition = RNase H inhibition, HIV 1 Gag Pol polyprotein, FRET biochemical assay, screening (AID 372). HIV-1 RT RNase H, FRET RNA/DNA substrate fluorescence; higher % means a stronger effect. inhibition, % at 10 µM, or IC50 in µM where a hit was titrated. actives 0.77% (n = 100,000); in the data active = inhibition above about 50%
* hit, by the source's call. Only part of the results is shown; the hit share may differ from the screen's.

The first 2 compounds (preview)
SMILES	RNase H inhibition
CCCC(=O)Nc1cccc(-c2nc3ccccc3s2)c1C	16%
CC1=C(C(=O)OC(C)C)C(c2ccc(Br)cc2)C2=C(CC(c3ccc(Cl)cc3)CC2=O)N1 (stereo not given)	27%

The list itself, from the start:
SMILES	RNase H inhibition
CCCC(=O)Nc1cccc(-c2nc3ccccc3s2)c1C	16%
CC1=C(C(=O)OC(C)C)C(c2ccc(Br)cc2)C2=C(CC(c3ccc(Cl)cc3)CC2=O)N1 (stereo not given)	27%
CC(=O)C12c3ccccc3C(c3ccccc31)C1C(=O)N(c3ccc(F)cc3)C(=O)C12 (stereo not given)	7%
Cc1ccc(S(=O)(=O)N2CCSC2c2ccc(Cl)cc2)cc1 (stereo not given)	22%
Cc1ccc(S(=O)(=O)N(CC(=O)NCC2CCCO2)c2cc(C)cc(C)c2)cc1 (stereo not given)	4%
Cc1ccc(S(=O)(=O)N2CCN(Cc3ccccc3)CC2)cc1C	9%
Cc1cc(I)ccc1NC(=O)c1ccccc1C	9%
O=C(Nc1ccc(F)c(Cl)c1)c1cnccn1	15%
Cc1cccc(OCC(=O)O/N=C(\N)Cc2ccc(Cl)cc2)c1	20%
COc1ccc(-c2n[nH]c(=S)n2/N=C/c2ccc(C)o2)cc1	18%
CC1(C)CC(=O)C2=C(C1)c1c(ccc3ccccc13)NC2c1cn[nH]c1-c1ccccc1 (stereo not given)	14%
O=C(CCCOc1ccc(Cl)cc1Cl)NC12CC3CC(CC(C3)C1)C2	22%
O=C(NC(Cc1ccc(OC(=O)OCc2ccccc2)cc1)C(=O)O)OCc1ccccc1 (stereo not given)	12%
COC(=O)c1cc(NC(=O)COc2cc(C)c(Cl)c(C)c2)cc(C(=O)OC)c1	7%
CC1=Nc2ccc(C)cc2/C1=C/c1sc(=S)n(-c2ccccc2)c1O	0%
S=C(NCc1ccncc1)Nc1ccc(Cl)c(Cl)c1	5%
CCOc1ccc2nc(NC(=O)c3cccc(Cl)c3)sc2c1	0%
Cc1nc(Nc2nc(O)cc(=O)[nH]2)nc2c(C)cccc12	7%
O=C1CC(C(F)(F)C(F)(F)C(F)(F)C(F)F)=Nc2ccccc2N1	11%
O=C(NCc1ccc(Cl)cc1)c1cc(-c2ccc(Cl)cc2)nc2ccccc12	3%
O=C(O)c1cc(Nc2c([N+](=O)[O-])c(=O)oc3ccccc23)ccc1Cl	10%
CC(C)Oc1ccccc1/C=C/c1nc(O)c([N+](=O)[O-])c(=O)[nH]1	5%
Cc1ccccc1NCC(=O)N/N=C\c1c(Br)cc(Br)c(O)c1Br	16%
CCOC(=O)C1=C(C)N=c2s/c(=C\c3c(Cl)cccc3Cl)c(=O)n2C1c1ccc(OC)c(OC)c1 (stereo not given)	10%
C=C(C)COc1cc2oc(=O)cc(C)c2cc1Cl	10%
Cc1cccc(C)c1NC(=O)CSc1nnc(-c2ccc(NC(=O)/C=C/c3ccccc3)cc2)n1C	18%
N#Cc1c(/N=C/c2cc([N+](=O)[O-])ccc2Cl)sc2c1CCCC2	15%
O=[N+]([O-])c1ccc(N2CCN(c3ccc(C(F)(F)F)cc3[N+](=O)[O-])CC2)cc1N1CCCCC1	4%
Clc1ccccc1C=Nc1ccc(-c2nnc(-c3ccccc3)o2)cc1	11%
Cc1ccc(-c2cc3nc(C)cc(C)n3n2)cc1	8%
CCCc1c(C)c2c(OCC(=O)O)cc(OCC(=O)O)cc2oc1=O	0%
COc1cc(/C=N/NC(=O)c2cccnc2)ccc1OC(=O)c1ccccc1Cl	5%
COc1ccc(C(=O)CC(c2cccs2)S(=O)(=O)c2ccccc2)cc1 (stereo not given)	0%
Cc1ccc2c(c1)c(N=Nc1nnc3c(n1)[nH]c1ccccc13)c(O)n2C	32%
COc1ccc2c(c1)-c1c(ssc1=Nc1ccc(S(N)(=O)=O)cc1)C(C)(C)N2	22%
O=C(O)C1CCCCC1C(=O)Nc1ccccc1Nc1ccccc1 (stereo not given)	10%
C1=C(c2ccc3c(c2)c2c4n3CCN(Cc3ccccc3)C4CCC2)C2CCN1CC2 (stereo not given)	28%
Cc1cc(C)c2oc(-c3cccc(NC(=O)c4cc(Br)ccc4Cl)c3C)nc2c1	2%
CCOc1cc(/C=C2\SC(=S)NC2=O)ccc1OCc1ccccc1	20%
Cc1c(Cl)cccc1NC(=O)C(=O)NCCO	8%
CCCOC(=O)c1ccc(NC(=S)NC(=O)c2ccc(OC)c(Br)c2)cc1	18%
COc1cc(/C=C2/SC(=S)N(C)C2=O)cc(OC)c1	2%
O=C1C/C(=C/NCc2ccccc2)C(=O)N1	0%
CC(C)(C)c1ccc(C(=O)N/N=C/c2ccccn2)cc1	1%
Cc1cc2oc(=O)cc(C)c2cc1NC(=O)CCC(=O)O	7%
O=C(CSCc1ccccc1Cl)N1CCN(c2ccccc2)CC1	15%
CCc1cc(=O)oc2c(C)c(OCc3cccc(C)c3)ccc12	24%
Cc1ccc(N=Cc2c(C)[nH]c3ccccc23)cc1I	6%
COc1ccc(C(=O)O/N=C(\N)c2ccc(OC)c(OC)c2)cc1	7%
Cc1ccc(C(=O)NC(=S)Nc2ccc(Cl)c([N+](=O)[O-])c2)cc1C	0%
CCOC(=O)/C(=N/Nc1ccc(Br)cc1)c1csc(Nc2ccccc2)n1	28%
CC1/C(=N/O)CC(c2ccccc2)NC1c1ccccc1 (stereo not given)	8%
O=C1C2C3C=CC(C4CC34)C2C(=O)N1c1cccnc1 (stereo not given)	1%
COc1ccc(N(CC(=O)Nc2cccc(Cl)c2C)S(C)(=O)=O)cc1	1%
CC1(C)Cc2ccccc2/C(=C/C(=O)N2CCCCCC2)N1	0%
CCOC(=O)C1CCN(C(=O)/C=C/c2cccc([N+](=O)[O-])c2)CC1	2%
CCCCOc1ccccc1/C=C1/N=C(c2cccc(F)c2)OC1=O	5%
Cc1ccc(Cl)cc1NC(=O)c1ccc(CN2CCc3ccccc3C2)cc1	11%
COc1ccc(NC(=O)/C(C#N)=C\c2ccc(O)c(OC)c2)cc1	6%
CC1(C)CC2(CCCN(Cc3nc4c(c(=O)[nH]3)C3(CCCC3)Cc3ccccc3-4)C2)CCO1 (stereo not given)	6%

Shown in CSV form: entries from further up.
compound,RNase H inhibition
CCOc1cc(/C=C2\SC(=S)NC2=O)ccc1OCc1ccccc1,20%
Cc1c(Cl)cccc1NC(=O)C(=O)NCCO,8%
CCCOC(=O)c1ccc(NC(=S)NC(=O)c2ccc(OC)c(Br)c2)cc1,18%
COc1cc(/C=C2/SC(=S)N(C)C2=O)cc(OC)c1,2%
O=C1C/C(=C/NCc2ccccc2)C(=O)N1,0%
CC(C)(C)c1ccc(C(=O)N/N=C/c2ccccn2)cc1,1%
Cc1cc2oc(=O)cc(C)c2cc1NC(=O)CCC(=O)O,7%
O=C(CSCc1ccccc1Cl)N1CCN(c2ccccc2)CC1,15%
CCc1cc(=O)oc2c(C)c(OCc3cccc(C)c3)ccc12,24%
Cc1ccc(N=Cc2c(C)[nH]c3ccccc23)cc1I,6%
COc1ccc(C(=O)O/N=C(\N)c2ccc(OC)c(OC)c2)cc1,7%
Cc1ccc(C(=O)NC(=S)Nc2ccc(Cl)c([N+](=O)[O-])c2)cc1C,0%
CCOC(=O)/C(=N/Nc1ccc(Br)cc1)c1csc(Nc2ccccc2)n1,28%
CC1/C(=N/O)CC(c2ccccc2)NC1c1ccccc1 (stereo not given),8%
O=C1C2C3C=CC(C4CC34)C2C(=O)N1c1cccnc1 (stereo not given),1%
COc1ccc(N(CC(=O)Nc2cccc(Cl)c2C)S(C)(=O)=O)cc1,1%
CC1(C)Cc2ccccc2/C(=C/C(=O)N2CCCCCC2)N1,0%
CCOC(=O)C1CCN(C(=O)/C=C/c2cccc([N+](=O)[O-])c2)CC1,2%
CCCCOc1ccccc1/C=C1/N=C(c2cccc(F)c2)OC1=O,5%

The results go on.
SMILES	RNase H inhibition
Cc1ccc(CN2CCN(C(=O)CC(C)C)CC2)cc1	0%
CCOC(=O)N1CCN(c2cc(N3CCC(C)CC3)c(F)cc2[N+](=O)[O-])CC1	5%
CCc1ccc(C=Nc2ccc(C(=O)O)cc2)s1	6%
COc1ccc(Oc2c(C(F)(F)F)oc3c(CN(C)C)c(O)ccc3c2=O)cc1	2%
CC1(C)CC(n2c(SCC(=O)c3ccccc3)nc3c(c2=O)C2(CCCC2)Cc2ccccc2-3)CCO1 (stereo not given)	0%
O=C(/C=C/c1ccc2c(c1)OCO2)Nc1nc(-c2ccc(Br)cc2)cs1	19%
COC(=O)C1=C(O)CSC1=Nc1cccc(C(F)(F)F)c1	1%
COc1ccc(-c2cc(C(=O)NN=Cc3c(O)ccc4ccccc34)[nH]n2)cc1	11%
CCOc1ccc(OCCSc2nc3ccccc3o2)cc1	11%
O=C(Nc1ccc(Cl)c(Cl)c1)OCCOc1ccccc1Cl	48%
CCOc1cc(OCC)cc(C(=O)Nc2ccc(N(CC)CC)cc2)c1	14%
Brc1ccc(OCCCCCn2ccnc2)cc1	2%
CC(C)CC(=O)Nc1cc(C(=O)O)cc(C(=O)O)c1	0%
Cc1ccc(C)c(OCc2nnc(NC(=O)c3ccccc3)s2)c1	26%
C=CCc1cccc2cc(C(=O)NC(C)c3ccccc3)c(=O)oc12 (stereo not given)	19%
O=C(CSc1cccc2cccnc12)c1ccc(F)cc1	0%
NC(=O)CN(c1ccc(F)cc1)S(=O)(=O)c1ccccc1	7%
Cc1ccc(OCC(=O)NNC(=O)c2ccco2)c(C)c1	5%
Cc1ccc2c(c1)N(C(=O)COc1nc3ccccc3s1)C(C)(C)c1ssc(=S)c1-2	7%
COc1ccc(C(=O)N2CCN(c3cccc(C)c3C)CC2)c(OC)c1	20%
CN(C)c1ccc(/C=N/Nc2nn[nH]n2)cc1	14%
C(=NC(c1ccccc1)c1ccccc1)c1nc2ccccc2n1Cc1ccccc1	2%
O=C(NC(=S)Nc1ccc2nn(-c3cccc4ccccc34)nc2c1)c1cccc(Cl)c1	18%
O=C(Nc1ccc(NC(=S)NC(=O)c2ccco2)cc1)c1ccccc1	9%
C/C(=N/NC(=O)CNC(=O)c1cccs1)c1ccccc1	11%
CSC(N)=NC(=NS(=O)(=O)c1ccccc1)c1ccccc1	7%
Cc1[nH]n(-c2ccccc2)c(=O)c1C(=O)C(F)(F)F	0%
Cc1ccc(OCCOc2ccccc2/C=C(\C#N)C(=O)NCc2ccccc2)cc1	14%
Cc1cc(-c2ccccc2)n(C(N)=S)n1	7%
O=S(CC(O)COc1ccc(Cl)cc1)c1ccccn1 (stereo not given)	0%
Oc1oc(-c2ccccc2)nc1C=Nc1ccc(Cl)c(Cl)c1	12%
COc1ccc(-n2nc3ccc(NC(=O)c4cc5ccccc5o4)cc3n2)cc1	0%
CC1=C(C(=O)Nc2ccccc2)C(c2ccncc2)C(C#N)=C(SCC(N)=O)N1 (stereo not given)	0%
COc1ccc(/C=C(\C#N)C(=O)Nc2ccc(F)cc2)cc1C	0%
O=[N+]([O-])c1cccc(C=Nc2cc(Cl)cc(Cl)c2)c1	12%
COC(=O)CCC(=O)NNc1ccc([N+](=O)[O-])cc1	3%
Cc1ccc(-c2nn3c(=O)cc(N4CCN(c5ccc(C(F)(F)F)cc5[N+](=O)[O-])CC4)nc3s2)cc1	1%
c1ccc(-c2cc(-c3ccccn3)nc3ccc4ccccc4c23)cc1	17%
O=C(Nc1ccccc1)Nc1nnc(Cc2ccc(Cl)c(Cl)c2)s1	16%
C=CCc1ccc(OCCCOc2ccc(Cl)c(C)c2)c(OC)c1	22%
COc1ccccc1NC(=O)C1CC1(c1ccccc1)c1ccccc1 (stereo not given)	17%
Clc1ccc(-n2nnnc2Cc2nnnn2-c2ccc(Cl)cc2)cc1	0%
c1ccc(CSc2nnc(-c3ccco3)n2-c2ccccc2)cc1	3%
C=CCn1c(-c2ccccc2)c(NC(=O)c2ccccc2)sc1=Nc1cccc(Cl)c1	18%
CC(=O)C1=C(O)C(=O)N(c2ccccn2)C1c1ccccc1 (stereo not given)	8%
CCCNC(=O)C1CC(=O)N(c2ccc(Br)cc2)C1 (stereo not given)	6%
CC1=C(C(=O)OCC2CCCO2)C(c2coc3ccc(Cl)cc3c2=O)C2=C(CC(C)(C)CC2=O)N1 (stereo not given)	6%
COc1ccc(OCCCCOc2cccc(OC)c2)cc1	13%
CCOc1ccccc1NC(=O)/C=C/c1ccc([N+](=O)[O-])cc1	16%
Cc1cccc(NC(=O)c2cc(-c3ccc(Br)cc3)nc3ccccc23)n1	10%
CC(Oc1ccccc1)C(=O)Nc1cc([N+](=O)[O-])ccc1Cl (stereo not given)	27%
Cc1ccc(C)c(NC(=O)/C=C/c2ccccc2Cl)c1	5%
COc1cccc(N(CC(=O)Nc2ccc3ccccc3c2)S(=O)(=O)c2ccccc2)c1	1%
COC(=O)c1cc(Br)cc(NC(C)=O)c1	9%
CCCC1=NN2C(=N)/C(=C/c3ccc(OCc4ccccc4Cl)cc3)C(=O)N=C2S1	11%
Cc1ccc(N2CCN(/N=C\c3ccccc3OCC(=O)O)CC2)cc1	5%
COC(=O)c1c(C)oc2ccc(OCc3ccc(Cl)cc3)cc12	0%
Cc1ccccc1CNC(=O)CN(c1cccc(Cl)c1)S(C)(=O)=O	5%
CC1(C)CC(=O)C(=C2C=C(c3ccccc3)OC(c3ccccc3)=C2)C(=O)C1	3%
CCOC(=O)C(Cc1ccccc1)C(=O)Nc1ccc(N(CC)CC)cc1 (stereo not given)	27%
The listing continues:
SMILES	RNase H inhibition
Cn1c(N)c(/C=N/Nc2ccccc2)c(=O)n(C)c1=O	12%
CCOC(=O)C1=C(C)NC(=S)NC1c1ccsc1 (stereo not given)	12%
COc1ccc(S(=O)(=O)NC2CCCCC2)cc1Br	3%
CC1=NN(c2ccccc2)C(=O)/C1=C\c1ccc(-c2ccc(C)cc2[N+](=O)[O-])o1	15%
CC(C)N(C)CCOC(=O)C(c1ccccc1)c1ccccc1	0%
CCOC(=O)c1ccc(NC(=O)C(=O)NCc2ccc(OC)cc2)cc1	5%
COc1cc([N+](=O)[O-])c(Cl)cc1-c1ccc(C2C3=C(CC(C)(C)CC3=O)OC3=C2C(=O)CC(C)(C)C3)o1	4%
CC(NC(=O)c1ccccc1Cl)c1ccccc1 (stereo not given)	5%
O=S(=O)(Oc1ccc2ccccc2c1)c1cc(Cl)c(Cl)cc1Cl	58%*
C=CCOc1ccc(/C=C2\C(=O)NC(C)=C2C(=O)OC)cc1	0%
COc1cccc(CN2CCN(C3CCCC(C)C3)CC2)c1OC (stereo not given)	4%
CCCOc1ccc(/C=C/C(=O)c2ccc(F)cc2)cc1OCC	11%

High-throughput results as filed in PubChem.
